C-LANA FP: inhibitors of KSHV C-LANA binding to DNA, primary screen, biochemical, fluorescence polarization, FAM-LBS DNA, MBP-C-LANA, single point; inhibition, % at 9 µM; 340,000 compounds, 0.078% hits; Kaposi's sarcoma herpesvirus LANA C-terminal domain (residues 932-1162) DNA binding;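 active means highest replicate inhibition at or above 60% at 9 µM, even if other replicates fall short; inactive means all replicates below 60% inhibition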;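 further: 0% = neutral control wells and 100% = 4 µM acridine orange control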
Wnt act: Wnt/beta-catenin pathway activators, primary screen, cell-based, plate reader, single point; activation, % at 9.35 µM; 300,000 compounds, 1.2% hits; Wnt/beta-catenin reporter cell assay, activator; in the data active means activation above about 30%, passing the limit was not always enough;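 further: 0% = neutral control wells and 100% = positive control wells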
OPRM1-OPRD1 inv: inverse agonists of MOR-DOR heterodimerization, primary screen, cell-based, luminescence; inhibition, % at 9.3 µM; cell-based MOR-DOR heterodimer luminescence, inverse agonism; 340,000 compounds, 0.21% hits; Mu-type opioid receptor (Homo sapiens) + Delta-type opioid receptor (Homo sapiens), …; in the data active means inhibition above about 22%, passing the limit was not always enough;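 further: 0% = cells with DMSO and 100% = wells without cells with DMSO; values of inactives mirror those of a sister screen read the other way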
Arr AP2 block: inhibitors of beta-arrestin/AP2 binding, primary screen, biochemical, GPCR trafficking, flow cytometry. FITC-arrestin peptide / GST-AP2 beads; AP2 beta2 appendage carries R879A mutation. beta-arrestin 1 C-terminal peptide binding to AP2 beta2-adaptin appendage (human). 340,000 compounds, 0.31% hits. inhibition, % at 10 µM;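 active means inhibition above a set limit, near 3 SD of compounds lacking own fluorescence, cut at about 54% in these data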;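 further: plate controls were DMSO wells for no effect and 5 µM unlabelled arrestin peptide for full effect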
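System: GST-AP2 R879A glutathione beads | Also added: FITC-arrestin peptide, 50 nM | Times: 12 min plus 1 h, RT | Signal: Bead flow cytometry, FITC channel | Buffer or medium: PBS with 0.05% Tween 20 and 0.1% BSA | Read-out basis: Percent drop in bead-associated FITC signal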
Pemphigus Ab inh: inhibitors of pemphigus antibody binding to DSG3, primary screen, biochemical, bead-based, flow cytometry, scFv-GFP; Desmoglein-3 (Homo sapiens), P32926; DSG3-coupled beads, scFv-anti-DSG3-GFP binding; active compounds read low; binding (percent of control), % at 10 µM; 310,000 compounds, 0.48% hits; AID 588358, 2011;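 active means binding more than 3 SD below its plate's average and above zero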;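 further: hits lower antibody fragment binding to DSG3; some compounds called inactive have numbers as strong as hits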
Target sequence (P32926 whole entry, looked up, the tested form may be a part): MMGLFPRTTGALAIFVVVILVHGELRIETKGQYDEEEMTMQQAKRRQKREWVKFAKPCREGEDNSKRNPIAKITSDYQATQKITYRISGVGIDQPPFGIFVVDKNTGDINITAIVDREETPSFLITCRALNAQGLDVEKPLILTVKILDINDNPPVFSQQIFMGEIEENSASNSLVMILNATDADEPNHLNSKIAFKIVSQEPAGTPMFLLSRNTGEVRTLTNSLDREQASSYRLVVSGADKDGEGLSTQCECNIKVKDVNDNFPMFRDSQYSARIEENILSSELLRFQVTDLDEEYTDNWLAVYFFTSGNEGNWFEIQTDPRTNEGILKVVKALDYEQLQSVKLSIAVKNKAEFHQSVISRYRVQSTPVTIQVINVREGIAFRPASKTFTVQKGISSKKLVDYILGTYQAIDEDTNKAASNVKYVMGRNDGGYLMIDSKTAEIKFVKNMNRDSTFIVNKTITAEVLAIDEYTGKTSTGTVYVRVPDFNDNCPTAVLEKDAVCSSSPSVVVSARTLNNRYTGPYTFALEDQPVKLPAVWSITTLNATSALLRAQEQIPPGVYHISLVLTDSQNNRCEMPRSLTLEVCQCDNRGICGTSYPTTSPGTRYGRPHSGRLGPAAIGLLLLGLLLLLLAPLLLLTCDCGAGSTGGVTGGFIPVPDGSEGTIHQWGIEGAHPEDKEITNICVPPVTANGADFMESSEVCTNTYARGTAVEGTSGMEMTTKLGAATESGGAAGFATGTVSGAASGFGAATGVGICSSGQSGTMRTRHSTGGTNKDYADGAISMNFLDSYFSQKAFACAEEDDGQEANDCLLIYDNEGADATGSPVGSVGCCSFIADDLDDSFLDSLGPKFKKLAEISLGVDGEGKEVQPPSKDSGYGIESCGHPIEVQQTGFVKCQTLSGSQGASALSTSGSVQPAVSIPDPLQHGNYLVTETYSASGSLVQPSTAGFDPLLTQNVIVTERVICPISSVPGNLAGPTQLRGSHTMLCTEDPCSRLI
MOR-DOR ag: agonists of OPRM1-OPRD1 heterodimerization, primary screen, cell-based, luminescence | Mu-type opioid receptor (Homo sapiens) + Delta-type opioid receptor (Homo sapiens), … | cells | activation, % at 9.3 µM | 340,000 compounds, 0.3% hits | AID 504326, 2011; in the data active means activation above about 18%;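 further: 0% = vehicle-treated cells and 100% = reference agonist; values of inactives mirror those of a sister screen read the other way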
Keap1 Nrf2 FP: Keap1-Nrf2 protein-protein interaction inhibitors, primary screen, biochemical, fluorescence polarization, single point; inhibition, % at 9.4 µM; Kelch-like ECH-associated protein 1 (Homo sapiens), Q14145; AID 504523, 2011; 340,000 compounds, 0.15% hits; Keap1 Kelch-Nrf2 peptide fluorescence polarization, 1536-well; in the data active means inhibition above about 12%;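 further: human Keap1 Kelch domain with fluorescein labeled Nrf2 9mer peptide probe; 0% = neutral control wells and 100% = peptide positive control; higher means more block of Keap1 binding to Nrf2 peptide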
V-ATPase pHluor: regulators of yeast V-ATPase proton pumping, primary screen, pHLuorin cytosolic pH fluorescence; AID 504577, 2011; S. cerevisiae; 350,000 compounds, 0.37% hits; response, % at 10 µM; in the data active means response mostly above about 7.3%, no sharp cut-off; inactive means mostly below about 5.4%; further: actives read high; inactives centre near 0; some compounds called inactive have numbers as strong as hits; reference of the scale not given here
cardiac RTF act: cardiac RTF calcium sensitivity activators, primary screen, biochemical, IANBD-TnC fluorescence, EC20 calcium. Troponin I, cardiac muscle (Homo sapiens) + Troponin T, cardiac muscle (Homo sapiens) + …. IANBD-labeled TnC RTF fluorescence at EC20 calcium; 0% EC20 calcium, 100% full calcium. activation, % at 7.2 µM. 340,000 compounds, 0.24% hits. AID 493008, 2010;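 active means activation above the mean over all tested compounds plus 3 SD, cut at about 30% in these data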;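 further: rise in fluorescence read as greater calcium sensitivity of cardiac thin filaments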
Cardiac RTF inh: cardiac RTF calcium sensitivity inhibitors, primary screen, biochemical, IANBD-TnC fluorescence, EC70 calcium | Troponin I, cardiac muscle (Homo sapiens) + Troponin T, cardiac muscle (Homo sapiens) + … | IANBD-labeled cardiac RTF, Ca2+ fluorescence | inhibition, % at 7.15 µM | 340,000 compounds, 0.12% hits | AID 493244, 2011;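 active means inhibition above the mean inhibition of all tested compounds plus 3 SD, cut at about 17% in these data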;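 further: assay run at fixed EC70 calcium of 1.6 mM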
Numbers without * were called inactive; . = not tested or not shown. Rows are unselected; overall some 3.1% were active at least once.

Molecule	C-LANA FP	Wnt act	OPRM1-OPRD1 inv	Arr AP2 block	Pemphigus Ab inh	MOR-DOR ag	Keap1 Nrf2 FP	V-ATPase pHluor	cardiac RTF act	Cardiac RTF inh
CCOC(=O)N1CCN(S(=O)(=O)c2ccc(C(=O)Nc3sc4c(c3C(N)=O)CCN(CC)C4)cc2)CC1	-4.9	-2	20	23	100	-3.8	-14	-3	-3	-2
Cn1c(=O)c2c(ncn2CC(=O)OCC(=O)NCc2ccccc2Cl)n(C)c1=O	-0.5	36*	8	34	99	-1.4	2	0	7	-5
O=C(N[C@H](C(=O)O)c1ccccc1)C1CCC(Cn2cnc3ccccc3c2=O)CC1 (stereo partly drawn)	-6.1	-2	-3	-10	98	0.6	-3	0	2	-17
CC(C)N(C(=O)[C@H]1C[C@H](CC(=O)NCC23CC4CC(CC(C4)C2)C3)C(=O)N2CCc3c([nH]c4ccc(Cl)cc34)[C@]12C)C(C)C	-1.0	-3	-8	0	105	1.6	-5	-3	-1	-3
CCOC(=O)Cn1nnc(-c2ccc([N+](=O)[O-])cc2)n1	0.1	0	2	10	114	-0.5	1	-1	2	-6
CC(=O)c1ccc(NC(=O)C(=O)c2cn(CC(=O)N3CCCCC3)c3ccccc23)cc1	1.7	-1	15	14	108	-2.7	2	-2	-2	8
O=C(c1ccc(-c2nnc(-c3ccccc3)o2)cc1)N1CCCCCC1	0.6	11	10	-3	.	-2.0	2	2	-6	-3
Cc1ccccc1N1CCN(C2CCCN(C(=O)c3cc(CC(C)C)nn3C)C2)CC1 (stereo not drawn)	-2.3	0	-2	-5	100	0.3	-2	-1	-4	-1
COc1ccc(N(CC(=O)NC2CCCCC2)C(=O)CNC(=O)c2cccs2)cc1OC	-1.0	3	-1	3	.	0.1	-4	6	-1	-15
O=C(COC(=O)COc1ccc(Cl)cc1Br)NCc1cccs1	-0.1	0	-3	12	103	0.7	-3	3	5	-12
COc1ccc(OCC(O)Cn2cnc(-c3ccc(Br)cc3)c2)cc1 (stereo not drawn)	1.8	.	7	-3	101	-1.1	-6	1	1	-1
COC(=O)c1sccc1N/N=C/c1ccc(OC)c(OC)c1OC	-1.0	13	5	6	104	-0.9	-2	-5	-4	6
CC(=O)c1c(C)n(-c2ccccc2Br)c2ccc(O)cc12	0.8	-2	4	41	94	-0.9	-2	5	7	-7
Cc1ccc(-c2nnc(-c3ccc4ccccc4c3)o2)cc1	0.8	13	-9	-4	97	1.7	1	3	-3	-10
CCSc1nc2c(c(=O)[nH]1)C(c1ccncc1)C(C(=O)OC)=C(C)N2 (stereo not drawn)	-0.1	.	7	19	106	-1.3	-4	-2	7	11
COc1ccc(CCNC(=O)C(C)Sc2ccccc2)cc1OC (stereo not drawn)	2.4	5	6	13	105	-1.1	-4	-1	0	-5
Cc1cccc(NC(=O)c2cnn(-c3ccccc3)c2C)c1C	-1.2	0	8	28	104	-1.5	1	0	-1	0
Cc1cc(C(=O)N/N=C/c2ccc([N+](=O)[O-])cc2)c(C)o1	-0.2	0	-5	18	102	1.0	4	2	4	-3
Cn1c(Cn2nnc3ccccc32)nnc1SCC(=O)N1c2ccccc2Sc2ccccc21	-0.2	0	-5	6	107	0.9	-3	1	1	-7
COC(=O)C1=C(O)C(C(=O)OC)C(c2ccc(C)cc2)C(C#N)(C#N)C1c1ccc(C)cc1 (stereo not drawn)	0.2	14	-21	-1	100	4.7	0	-1	-2	0
COCCN(C(=O)c1ccc(C)o1)c1c(N)n(CC(C)C)c(=O)[nH]c1=O	-0.2	-3	-3	-1	104	0.9	-4	-1	0	-5
CC1CCCC(=C\c2ccccc2)/C1=N/O (stereo not drawn)	-2.8	0	-4	-1	118	0.7	6	-1	-19	4
CCC1c2ccccc2C(=O)C1C(N)=O (stereo not drawn)	0.4	-4	10	4	105	-2.3	-2	5	-6	-9
CC1CCCN(S(=O)(=O)c2cccc(C(=O)NCC3CCCO3)c2)C1 (stereo not drawn)	2.9	2	9	6	96	-1.9	-5	1	-3	6
O=[N+]([O-])c1cccc2nc(-c3ccccc3)c(-c3ccccc3)nc12	0.8	-1	-6	3	97	1.4	2	-6	-6	-1
O=C(CSc1nnc2ccccn12)NC(=O)c1ccccc1	0.6	-3	20	-8	103	-4.9	3	-3	1	-3
CCOC(=O)CC1(C)NC(=O)c2c(C)sc(C(=O)OCC)c2N1 (stereo not drawn)	-0.8	.	-14	-8	98	2.4	-4	-2	2	-8
O=C(/C=C/c1ccc(F)cc1)NC(=S)Nc1ccccc1C(=O)NC1CCCCC1	-1.4	.	-29	7	125	4.9	2	.	-14	-8
Cc1cn([C@H](C(=O)NCCCCCCCCCCC(=O)N2CCN(C(=O)OC(C)(C)C)CC2)[C@@H](C)O)nn1	-1.0	-8	-2	23	101	0.4	3	-2	-4	-1
COc1ccc(CCNc2ccc([N+](=O)[O-])cn2)cc1	1.2	-1	-2	14	103	0.5	-4	11	1	-6

Ordered by the number under Cardiac RTF inh (rising): some entries from above.
Molecule	C-LANA FP	Wnt act	OPRM1-OPRD1 inv	Arr AP2 block	Pemphigus Ab inh	MOR-DOR ag	Keap1 Nrf2 FP	V-ATPase pHluor	cardiac RTF act	Cardiac RTF inh
Cc1ccc(-c2nnc(-c3ccc4ccccc4c3)o2)cc1	0.8	13	-9	-4	97	1.7	1	3	-3	-10
Cc1ccccc1N1CCN(C2CCCN(C(=O)c3cc(CC(C)C)nn3C)C2)CC1 (stereo not drawn)	-2.3	0	-2	-5	100	0.3	-2	-1	-4	-1
CC1CCCC(=C\c2ccccc2)/C1=N/O (stereo not drawn)	-2.8	0	-4	-1	118	0.7	6	-1	-19	4

Taken from above.
COC(=O)C1=C(O)C(C(=O)OC)C(c2ccc(C)cc2)C(C#N)(C#N)C1c1ccc(C)cc1 (stereo not drawn) – Cardiac RTF inh: 0
O=C(CSc1nnc2ccccn12)NC(=O)c1ccccc1 – cardiac RTF act: 1
CCSc1nc2c(c(=O)[nH]1)C(c1ccncc1)C(C(=O)OC)=C(C)N2 (stereo not drawn) – V-ATPase pHluor: -2
O=[N+]([O-])c1cccc2nc(-c3ccccc3)c(-c3ccccc3)nc12 – Cardiac RTF inh: -1
CC1CCCC(=C\c2ccccc2)/C1=N/O (stereo not drawn) – Cardiac RTF inh: 4

The list goes on:
mol | C-LANA FP | Wnt act | OPRM1-OPRD1 inv | Arr AP2 block | Pemphigus Ab inh | MOR-DOR ag | Keap1 Nrf2 FP | V-ATPase pHluor | cardiac RTF act | Cardiac RTF inh
Cc1ccccc1NC(=O)COc1nsnc1N1CCOCC1 | -1.6 | . | 12 | 5 | . | -2.0 | -2 | 3 | 4 | -1
CC(C)(C)c1ccc(OCCON2C(=O)CCC2=O)c(Cl)c1 | 0.5 | . | 19 | 4 | 110 | -3.7 | 0 | 1 | -2 | -4
O=C(CSc1ncccn1)Nc1ccc(S(=O)(=O)N2CCCCC2)cc1 | -2.0 | -1 | 7 | 22 | 101 | -1.4 | 1 | 1 | -4 | -3
O=C(Oc1c(Cl)cc(Cl)c2ccccc12)N1CCCC1 | -0.2 | 0 | -16 | 9 | 118 | 3.2 | 3 | -1 | 3 | -5
Cc1cccc(OCCCC(=O)Nc2nnc(C3CCCO3)s2)c1C (stereo not drawn) | 0.0 | -1 | -15 | -3 | 111 | 2.7 | 4 | -2 | -2 | -6
O=C(NCc1cccnc1)c1cc2nc(-c3ccc4c(c3)OCO4)cc(C(F)(F)F)n2n1 | -0.2 | 2 | 9 | 40 | 101 | -1.8 | 2 | -2 | 2 | 0
Cc1cc(C)n(C(=O)c2ccc([N+](=O)[O-])cc2Cl)n1 | 1.3 | -1 | -8 | 34 | 115 | 1.6 | -3 | -1 | 4 | -3
COC(=O)C(C)NC(=O)CNS(=O)(=O)c1ccc(F)cc1 (stereo not drawn) | -0.9 | -9 | 10 | 17 | 103 | -2.0 | 1 | -1 | 1 | -2
COc1ccc(CCNC(=O)c2csc3c2CCCC3)cc1 | 2.3 | -1 | 6 | -9 | 107 | -1.2 | -5 | 1 | 4 | -8
O=C(NCC1CCN(Cc2ccc(Cl)cc2)CC1)C1CCCN(c2ncnc3c2nc2n3CCCCC2)C1 (stereo not drawn) | -2.2 | -3 | -5 | 8 | . | 1.0 | -2 | 3 | -2 | 1
CC[C@@H](C)[C@@H](C(=O)N1CCN(C(=O)OC(C)(C)C)CC1)n1cc(CCC(=O)O)nn1 | 1.6 | 17 | 9 | 5 | 101 | -1.6 | 2 | 5 | -1 | -5
CCN(CC)/C(=N/S(=O)(=O)c1ccc(C)cc1)c1ccccc1 | -3.3 | -6 | 5 | 3 | . | -0.8 | -9 | 1 | 4 | 11
Cc1cccc(C)c1OCC(N)C(C)C (stereo not drawn) | 0.0 | -3 | 7 | 7 | 100 | -1.2 | 2 | -4 | -7 | 6
O=C(Nc1nnc(-c2ccccc2Cl)o1)c1nc2ccccc2s1 | -0.5 | 3 | 12 | 12 | 90 | -2.4 | 3 | -1 | 0 | -10
COC(=O)C[C@H](NC(=O)Cn1cnc2c(SC)nc(N)nc21)C(=O)OC | -4.1 | -1 | . | 6 | 107 | . | 2 | -1 | 0 | 1
Cc1cc2c(cn1)C(CCC#N)(CCC#N)c1ccccc1-2 | 0.1 | -2 | 13 | -6 | 92 | -2.8 | 2 | 0 | 1 | -1
CCOc1ccc(NC(=O)CSc2n[nH]c(N)n2)c([N+](=O)[O-])c1 | 0.6 | 0 | 8 | -4 | 116 | -1.6 | 3 | 2 | -8 | -4
CCN1CCN(c2ccc(S(=O)(=O)N3CCOCC3)cc2NC(=O)/C=C/c2ccc([N+](=O)[O-])cc2)CC1 | 0.3 | -1 | -44 | 9 | 105 | 7.0 | -3 | 3 | -4 | -15
O=C(CSc1n[nH]c(-c2cccs2)n1)N1CCN(S(=O)(=O)c2ccc3ccccc3c2)CC1 | -0.6 | . | -23 | 3 | 109 | 4.1 | -6 | -1 | 3 | -15
NS(=O)(=O)c1cc2c(cc1Cl)NC(C1C[C@H]3C=C[C@@H]1C3)NS2(=O)=O (stereo partly drawn) | 1.0 | -1 | 10 | 5 | 97 | -1.8 | 0 | -7 | 2 | 4
C=CCSc1ncccc1C(=O)NCCc1ccccc1 | . | -1 | 8 | 13 | 95 | -1.4 | -2 | 0 | -6 | -5
